MITF TRPM1 inh – reduces MITF-dependent TRPM1 promoter luciferase signal. SK-MEL-5 TRPM1 promoter luciferase, 24 h. inhibition, % at 12.5 µM. actives 0.83% (n = 330,000);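 active = mean inhibition across replicates of 60% or more, whatever share of single replicates reaches that level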; note: values of inactives mirror those of a sister screen read the other way
HIF-2a block – HIF-2a inhibition. 786-0 RCC cells HIF-2a reporter, luciferase luminescence, overnight. inhibition, % at 18.8 µM. actives 0.72% (n = 360,000);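 active = inhibition of the luminescence signal of 40% or more relative to plate controls, in a single-dose primary screen at 18.75 µM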
NR2E3 ag-1 – NR2E3 (human) agonism. Q9Y5X4. GST-NR2E3/biotin-RetCOR TR-FRET, 1536-well. inhibition of corepressor binding, % at 4.78 µM. actives 0.12% (n = 320,000). AID 2300;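 active = percent inhibition above the cutoff of mean plus 3 SD of all tested compounds, set per screening campaign, cut at about 20% in these data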;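 note: 0% = DMSO wells and 100% = biotin wells as full block of FRET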
Target sequence (Q9Y5X4 whole entry, looked up): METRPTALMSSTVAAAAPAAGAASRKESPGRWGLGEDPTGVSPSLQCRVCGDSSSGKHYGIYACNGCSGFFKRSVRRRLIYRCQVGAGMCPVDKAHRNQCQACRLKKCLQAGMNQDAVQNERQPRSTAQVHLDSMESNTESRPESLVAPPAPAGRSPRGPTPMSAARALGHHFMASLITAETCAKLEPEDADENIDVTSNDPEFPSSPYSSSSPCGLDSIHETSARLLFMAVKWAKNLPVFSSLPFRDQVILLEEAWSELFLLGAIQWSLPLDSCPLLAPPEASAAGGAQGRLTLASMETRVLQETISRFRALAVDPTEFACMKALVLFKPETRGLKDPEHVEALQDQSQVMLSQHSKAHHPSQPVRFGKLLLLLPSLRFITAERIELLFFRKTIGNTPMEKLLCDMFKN
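Material: NR2E3–RetCOR corepressor complex / Amount: 1.35 nM GST-NR2E3 / Medium: Tris pH 7.5 / Compound: single nominal compound dose of 4.8 µM / Incubation: 5 h at 4 °C / Technique: TR-FRET, Eu(K)-anti-GST donor, streptavidin-D2 acceptor, ex 340, em 617/671 nm / Read-out basis: percent loss of FRET ratio relative to control wells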
CF NFkB inh – inhibitors of cystic fibrosis induced NF-kB | actives 0.86% (n = 360,000) | KKLEB NF-kB-GFP reporter, PAF-induced, GFP fluorescence overnight | inhibition, % at 5 µM;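 active = at least 50% inhibition at 5 µM, scaled per plate between neutral and stimulator controls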;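 note: PAF is a Pseudomonas aeruginosa culture filtrate used as stimulus; plate controls were PAF-stimulated DMSO wells for no effect and unstimulated DMSO wells for full effect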
NR2E3 ag-2 – human photoreceptor-specific nuclear receptor agonism; actives 0.35% (n = 360,000); AID 602229; CHO-S Gal4-NCOR/VP16-NR2E3 two-hybrid, luciferase; inhibition of corepressor binding, % at 3.98 µM;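 active = inhibition above the mean of all tested compounds plus 3 SD, cut at about 70% in these data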;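 note: 0% = DMSO with NR2E3 transfected cells and 100% = cells lacking NR2E3 construct; higher means lower luciferase signal from less NR2E3 corepressor binding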
Peg3 prom inh – reduces Peg3 promoter-driven luciferase expression in HeLa; HeLa PEG-Prom luciferase reporter, luminescence, overnight; inhibition, % at 20 µM; actives 1.7% (n = 360,000);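 active = inhibition of at least 50% at 20 µM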
KKLEB cytotox – counter-screen for CF NF-kB inhibitors: cytotoxicity; KKLEB CF airway cells viability, ATPlite luminescence, overnight; hits give low values; cells stimulated with P. aeruginosa culture filtrate; AID 602141; activity change (cytotoxicity), % at 5 µM; actives 0.36% (n = 360,000);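 active = corrected activity change at or below -50% at 5 µM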
C8 TRAIL sens – sensitizes caspase-8 expressing cells to TRAIL | actives 1% (n = 360,000) | NB7+C8 cells + TRAIL, ATPlite viability luminescence | inhibition (viability loss, TRAIL sensitization), % at 10 µM;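 active = compounds causing at least 50% loss of cell viability in the single-dose screen, relative to plate controls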
EBV LMP1 NFkB – reduces LMP1-driven NF-kappaB luciferase signal; LMP1-induced NF-kappaB luciferase reporter cells, luminescence; inhibition, % at 12.5 µM; actives 0.69% (n = 350,000); AID 504558; in the data active = inhibition above about 41%;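 note: 0% = neutral control wells and 100% = reference inhibitor control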
Shn3 inh set2 – Schnurri-3 reporter inhibition in Clone20 osteoblasts; actives 0.52% (n = 360,000); Clone20 osteoblast Shn3 3'UTR firefly luciferase, 24 h; AID 588674; inhibition, % at 12.5 µM;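 active = mean inhibition of at least 75% with every replicate also reaching 75%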;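 note: 0% = median of neutral control wells and 100% = pilot-screen positive control compound; some compounds past the cut are filed as inactive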
iPSC survival up – hiPSC single-cell survival enhancement; ATPlite luminescence; 100% = ROCK inhibitor wells, 0% = DMSO; survival enhancement, % at 20 µM; actives 0.044% (n = 360,000); in the data active = survival enhancement above about 18%;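 note: cells exposed to compounds for 16 hours before the ATP read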
* hit, by the source's call; · = not tested or not shown; & = joins results of further samples; ! = a repeat was not active.

SMILES	MITF TRPM1 inh	HIF-2a block	NR2E3 ag-1	CF NFkB inh	NR2E3 ag-2	Peg3 prom inh	KKLEB cytotox	C8 TRAIL sens	EBV LMP1 NFkB	Shn3 inh set2	iPSC survival up
COc1ccc(/C=C/C(=O)OCC(=O)N(C)CC(=O)Nc2ccc(C)cc2)c(OC)c1	·	-94.6	·	0.2	-14.3	-74.1	-12.3	12.1	-56.8	-20.6	-0.4
C=CCn1c(COc2cccc(C)c2)nnc1SCC(=O)NC(=O)NCc1ccco1	6.3	5.2	2.6	-0.3	-3.2	10.2	4.3	-3.4	-1.7	6.2	3.1
Cc1cccc(C)c1NC(=O)c1c(C)nn(-c2ccccc2)c1Cl	6.0	10.3	2.5	-9.3	8.6	26.2	5.2	-3.2	-1.1	4.1	-0.6
CNc1cc(CSc2ccc(Cl)cc2)nc(C)n1	-77.8	-229.0	1.2	11.2	-82.3	-216.2	6.8	2.2	-14.6	-4.8	1.1
O=C(COc1ccc(Cl)cc1Br)NNC(=O)C(=O)N1CCCCC1	-6.5	8.7	1.0	-3.6	-4.0	0.7	-3.7	-7.2	2.4	-6.1	-0.4
Cc1ccnc(NC(c2ccccc2O)c2oc(CO)cc(=O)c2O)c1 (centres undefined)	0.0	-59.2	-1.3	-14.4	-40.5	-24.4	-0.8	0.2	-2.1	-7.8	0.1
COc1ccc(-c2ccc(C(=O)NCc3ccc(F)c(F)c3)c3occc23)c(C)c1	·	0.3	·	-58.3	-8.0	7.8	4.9	12.9	·	35.7	-1.4
CC(N=C1NS(=O)(=O)c2ccccc21)C(=O)NCc1ccc(F)cc1 (centres undefined)	-6.6	13.2	·	-10.1	-5.9	-1.4	-2.6	-0.2	-11.6	-18.1	2.4
CCOC(=O)c1[nH]c(C)c(CN(CCc2ccc(OC)c(OC)c2)C(=O)CCCC(=O)O)c1C	-3.3	-0.5	1.9	2.2	-19.1	8.3	0.2	-10.7	-14.7	1.1	4.7
O=C(NNc1cc(C(F)(F)F)nc2ccccc12)Nc1cccc(Cl)c1	5.4	16.6	2.0	7.6	1.5	29.0	-15.1	6.1	11.2	15.8	0.0
O=C(/C=C/c1cccs1)N1CCN(c2ccc(O)cc2)CC1	1.2	-19.3	0.1	9.5	-8.5	-9.4	5.9	4.5	-2.8	-8.8	-0.3
O=C(NCCc1ccccc1)C(=O)NCC1OCCN1S(=O)(=O)c1ccc(Br)cc1 (centres undefined)	19.3	-2.3	0.8	-11.1	7.5	0.9	-4.0	9.0	0.4	42.2	0.2
CCOCC(=O)Nc1cc([N+](=O)[O-])ccc1C	9.4	13.3	1.6	7.8	7.2	-0.5	-1.3	-6.5	-7.7	-12.7	-1.2
COc1ccc(CNC(=O)CCNC(=O)C2CCN(S(=O)(=O)c3ccc(OC)cc3)CC2)cc1	·	-1.9	·	-18.5	-7.1	17.9	15.4	2.7	-6.5	-32.3	4.7
CCCCC1=CC2=CC(=O)C(C)(OC(=O)CC)C(=O)C2=CN1c1cccc(C#N)c1 (centres undefined)	-1.0	6.2	0.6	25.0	-17.6	4.1	-23.4	-1.0	0.7	-2.1	0.4

Pulled by compound from the list above (3):
SMILES	MITF TRPM1 inh	HIF-2a block	NR2E3 ag-1	CF NFkB inh	NR2E3 ag-2	Peg3 prom inh	KKLEB cytotox	C8 TRAIL sens	EBV LMP1 NFkB	Shn3 inh set2	iPSC survival up
C=CCn1c(COc2cccc(C)c2)nnc1SCC(=O)NC(=O)NCc1ccco1	6.3	5.2	2.6	-0.3	-3.2	10.2	4.3	-3.4	-1.7	6.2	3.1
COc1ccc(/C=C/C(=O)OCC(=O)N(C)CC(=O)Nc2ccc(C)cc2)c(OC)c1	·	-94.6	·	0.2	-14.3	-74.1	-12.3	12.1	-56.8	-20.6	-0.4
CCOCC(=O)Nc1cc([N+](=O)[O-])ccc1C	9.4	13.3	1.6	7.8	7.2	-0.5	-1.3	-6.5	-7.7	-12.7	-1.2

Later entries.
SMILES	MITF TRPM1 inh	HIF-2a block	NR2E3 ag-1	CF NFkB inh	NR2E3 ag-2	Peg3 prom inh	KKLEB cytotox	C8 TRAIL sens	EBV LMP1 NFkB	Shn3 inh set2	iPSC survival up
CC1CCOC2(O1)C(=O)N(CN1CCN(c3ccccc3F)CC1)c1ccccc12 (centres undefined)	13.3	21.2	-1.3	-27.3	-5.5	10.6	-2.0	-11.0	-1.4	9.5	-0.5
O=C1C(Cl)=C(Nc2ccc3cn[nH]c3c2)C(=O)c2ccccc21	105.8*	94.5*	-5.8	93.7*	-98.7	97.5*	-92.4*	72.2*	11.6	96.5*	15.0
O=C(NCc1cccs1)c1nc2ncccn2n1	-2.2	3.0	-2.4	-15.4	-1.0	3.3	8.7	-1.9	3.4	-6.6	1.3
CCc1nnc(NC(=O)C2CCN(C(=O)c3ccccc3C)CC2)s1	-3.4	9.0	·	-7.5	11.8	-15.7	14.0	-16.6	11.3	-5.9	0.6
O=C(CCCn1c(=O)[nH]c2ccccc2c1=O)NCCSCc1ccccc1	-1.0	9.4	2.2	-3.1	17.9	16.7	-5.0	4.2	1.8	-6.0	-0.3
O=C1c2ccccc2C(=O)N1CCOCCN1C(=O)c2ccccc2C1=O	8.1	3.5	0.2	1.0	-3.2	-3.6	-2.8	-3.8	-5.3	-7.1	6.4
Nc1ccc(S(=O)(=O)c2ccc(N)c(N)c2)cc1	-3.6	19.4	-0.6	24.2	-4.0	-0.7	-6.4	-1.4	-7.7	-23.9	-0.4
Cc1ccc2c(c1)Sc1c(ccc3ccccc13)N2	-7.0	-260.3	-0.8	-17.6	-126.7	-246.2	-19.0	26.1	-145.0	·	0.8
CC12CCC(=O)N1C(C(=O)Nc1ccccc1N1CCCCC1)CS2 (centres undefined)	-3.1	3.3	2.8	13.7	24.1	14.1	-16.7	-3.9	21.6	-5.9	-0.6
Cn1ccc(C(=O)Nc2sc3c(c2C(N)=O)CCCCC3)n1	-47.3	-226.7	-1.8	4.1	-70.8	-259.4	-6.2	37.2	-6.8	-22.5	-0.7
CCN1CCN(Cc2ccc(NC(=O)c3cc(NC(=O)c4ccno4)cc(OC)c3)cc2C(F)(F)F)CC1	-4.4	-26.3&-18.0	0.1	9.2&17.7	-7.5&-2.2	61.8*!	-3.5&-21.3	10.8&2.7	1.0&-34.6	2.7&-8.7	-1.5&-3.8
COc1cc(C(=O)Nc2ccc(C(=O)NCC3CCCO3)cc2)cc(OC)c1OC (centres undefined)	-4.0	18.3	2.0	7.0	12.8	-1.1	-6.5	-18.0	-4.6	3.3	-0.8
CCc1cc(C(=O)N=Nc2c(O)[nH]c3c(Br)cc(Br)cc23)c2ccccc2n1	7.9	-5.9	-1.4	-9.2	-24.9	12.3	-16.2	1.1	12.8	14.4	0.5
CCC1CCCCN1CCCNC(=O)c1ccc(CS(=O)(=O)c2ccc(Br)cc2)o1 (centres undefined)	0.6	0.0	0.2	-2.3	-31.8	-11.4	4.9	3.6	3.0	6.7	-0.3
Cc1c(NC(=S)Nc2ccccc2)c(=O)n(-c2ccccc2)n1C	1.4	9.9	-0.7	-11.0	-14.5	-5.3	14.4	-3.4	-11.5	-3.3	-0.2
CC(C)C(=O)N1c2ccccc2NC2=C(C(=O)CCC2)C1c1ccc(N(C)C)cc1 (centres undefined)	1.6	6.1	-1.7	2.5	-3.5	3.3	1.3	-0.1	1.4	-23.0	-0.1
CC(Oc1ccccc1Cl)C(=O)N1CCOCC1 (centres undefined)	1.4	18.8	0.2	-9.4	-9.0	15.3	9.6	3.9	14.6	-14.0	0.3
O=[N+]([O-])c1ccc2ncnc(Nc3ccc4c(c3)OCCO4)c2c1	-1.5	13.8	0.1	64.7*	-1.6	-3.7	-17.2	-3.5	8.6	15.2	-0.7
CCN1CCN(C(c2ccc(F)cc2)c2nnnn2Cc2ccc3c(c2)OCO3)CC1 (centres undefined)	-6.5	8.3	0.7	-7.3	-3.6	-5.5	2.5	-3.9	-2.7	12.6	0.2
Cc1ccc(C(NC(=O)N2CCN(C)CC2)C(Cl)Cl)cc1F (centres undefined)	4.5	2.8	3.2	-9.3	0.8	7.6	8.7	4.2	0.4	16.0	0.0
COc1ccc(NC(=O)CN(C)C(=O)Cc2ccc(-c3ccccc3)cc2)cc1	-6.4	-8.4	-0.7	-39.0	-7.2	-5.0	-0.3	-17.6	2.6	-1.7	-0.1
O=C(N/N=C/c1ccc(Br)s1)c1cccc([N+](=O)[O-])c1	1.4	-19.7	1.7	0.5	-5.3	2.2	-27.2	11.6	18.3	5.8	0.1
Cc1nn(C)c(C)c1CNC(=O)Nc1cccc(Cl)c1	-35.9	-225.0	-4.1	21.4	-47.4	-153.6	1.7	8.6	-14.2	-42.6	-0.6
Fc1ccc(NC(=S)Nc2cccc3cnccc23)cc1	30.5	-87.2	-1.1	2.1	1.4	-18.2	0.2	-2.3	0.0	10.6	-0.1
CC(=O)NCCCc1nc2ccccc2n1Cc1cc(C)ccc1C	2.0	17.6	0.2	-4.1	10.0	5.0	-3.7	1.1	3.4	-10.8	1.5
COc1ccccc1CNC(=O)CN1CCC(n2cnc3cc(F)ccc32)CC1	-7.2	9.9	0.7	5.5	-22.8	-4.6	-1.6	8.7	4.9	14.1	-1.7
Cc1ccsc1CN(C)CC(=O)Nc1ccccc1C(=O)NC1CC1	1.2	7.3	·	17.6	-1.7	17.7	-6.4	-11.6	1.0	11.3	1.6
O=C(CN1CCSC1=NCc1ccccc1)c1ccc(Cl)cc1	-0.4	1.9	-1.2	16.0	2.2	3.2	-26.1	1.0	6.2	-21.8	0.3
COc1cccc(-c2nnc(-c3ccccc3[N+](=O)[O-])o2)c1	-98.4	-281.5	-3.6	9.0	-141.9	-338.1	-1.4	10.7	-22.8	-85.0	-0.5
O=C(Nc1ccccc1C(=O)OCC(=O)N1CCc2ccccc2C1)c1ccco1	-11.9	-60.9	-2.7	-1.4	-24.2	-53.1	-4.0	0.2	-0.5	-31.3	1.5
CC1CCN(C(=O)CSc2nnc(N)s2)CC1	-10.0	-10.0	·	-13.4	11.6	-11.0	11.3	12.9	-17.2	9.7	0.5
O=C(Cn1cnc([N+](=O)[O-])n1)N/N=C/c1cccc(Cl)c1	-4.6	12.9	0.2	1.0	12.5	-2.9	13.6	-8.6	2.1	1.1	0.9
COc1ccc(OCCC(=O)Nc2ccccc2)cc1	-11.4	-71.9	2.3	-10.7	3.8	-12.2	-8.6	-0.8	-11.5	-9.6	1.1
C=CCc1cccc(/C=N/NC(=O)CCC(=O)Nc2ccc(C)cc2)c1O	11.2	16.1	2.5	15.4	4.6	30.8	-13.1	-2.9	17.1	11.5	-0.7
O=C(Cc1ccccc1)c1ccc(O)cc1	-33.3	-79.8	·	6.8	-61.6	-96.9	-20.1	-10.9	-5.7	8.1	-3.0
CC(=O)N1CCN(c2nc3ccc(Br)cc3s2)CC1	-73.1	-283.5	1.6	-14.8	-74.5	-280.1	-7.5	15.7	-22.1	-57.1	-0.2
CCOC(=O)C1CCN(c2cc3c(cc2NC(=O)c2cc(OC)ccc2Br)n(C)c(=O)n3C)CC1	4.9	-7.8	-3.3	11.6	-39.5	28.3	2.4	5.3	-11.9	14.7	-0.4

Bioassay records (PubChem)

The list is partial; rates above refer to the full screens.
